# Assay outcomes: PubChem BioAssay, several laboratories
# Tb hexokinase: Trypanosoma brucei hexokinase 1 inhibitors, primary screen, biochemical, G6PDH-coupled NADH absorbance, MLSCN library. inhibition, % at 10 µM. hexokinase 1 [Trypanosoma brucei]. AID 1430, 2008. recombinant TbHK1, G6PDH-coupled NADH A340. 220,000 compounds, 0.11% hits;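 active means inhibition of 50% or more in the single-dose primary screen; inactive means inhibition below 50%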
# BaF3 tox: parental Ba/F3 cell viability inhibition, counter-screen for JAK2V617F inhibitor project, murine pro-B, CellTiter-Glo luminescence; 220,000 compounds, 1.1% hits; CellTiter-Glo ATP luminescence; AID 1486, 2009; inhibition, % at 5.6 µM;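 active means inhibition above a per-campaign cutoff, the mean inhibition of all tested compounds plus 3 SD, cut at about 27% in these data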;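 further: 0% = DMSO wells and 100% = JAK Inhibitor I control wells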
# PPC-1+TRAIL kill: compounds killing PPC-1 cancer cells with TRAIL present, primary screen, TRAIL potentiator project, ATPLite luminescence, uHTS. PPC-1 cells + TRAIL, ATPLite viability luminescence. cell killing (% activity), % at 4 µM. 220,000 compounds, 0.41% hits;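 active means cell killing above 50% in the first pass at 4 µM, then a duplicate retest at 5 µM averaging 50% or more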;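 further: plate controls were cells with TRAIL plus DMSO for no effect and medium-only wells lacking cells for full effect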
# NCF1 inh: p47phox/p22phox peptide binding inhibitors, primary screen, biochemical, uHTS, NADPH oxidase regulatory subunit. Neutrophil cytosol factor 1 (Homo sapiens), P14598. fluorescence polarization, 2 h. inhibition, % at 24.7 µM. 220,000 compounds, 0.53% hits. AID 1274, 2008;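 active means inhibition above about 30%, limit read from the data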;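 further: 0% = p47phox with labelled peptide and 100% = labelled peptide alone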
# EP2 antag: human EP2 receptor antagonists, primary screen, TR-FRET cAMP, C6 glioma cells; Prostaglandin E2 receptor EP2 subtype (Homo sapiens), P43116; C6 glioma cells expressing human EP2; cells stimulated with saturating PGE2; inhibition, % at 25 µM; 260,000 compounds, 0.52% hits; AID 1422, 2008;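 active means percent inhibition above 40 after rounding to a whole number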;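 further: rat C6 glioma host cells with rolipram phosphodiesterase inhibitor present; the protocol text gives 20 µM as final concentration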
# p97 inhibitor: inhibitors of human p97 ATPase, primary screen, biochemical; Transitional endoplasmic reticulum ATPase (Homo sapiens), P55072; recombinant p97 ATPase, Kinase-Glo ATP luminescence, 3 h; inhibition, % at 8 µM; 220,000 compounds, 0.42% hits; AID 1481, 2009; in the data active means inhibition above about 15%;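 further: 0% = DMSO vehicle and 100% = wells lacking enzyme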
# Target sequence (P55072 whole entry, looked up): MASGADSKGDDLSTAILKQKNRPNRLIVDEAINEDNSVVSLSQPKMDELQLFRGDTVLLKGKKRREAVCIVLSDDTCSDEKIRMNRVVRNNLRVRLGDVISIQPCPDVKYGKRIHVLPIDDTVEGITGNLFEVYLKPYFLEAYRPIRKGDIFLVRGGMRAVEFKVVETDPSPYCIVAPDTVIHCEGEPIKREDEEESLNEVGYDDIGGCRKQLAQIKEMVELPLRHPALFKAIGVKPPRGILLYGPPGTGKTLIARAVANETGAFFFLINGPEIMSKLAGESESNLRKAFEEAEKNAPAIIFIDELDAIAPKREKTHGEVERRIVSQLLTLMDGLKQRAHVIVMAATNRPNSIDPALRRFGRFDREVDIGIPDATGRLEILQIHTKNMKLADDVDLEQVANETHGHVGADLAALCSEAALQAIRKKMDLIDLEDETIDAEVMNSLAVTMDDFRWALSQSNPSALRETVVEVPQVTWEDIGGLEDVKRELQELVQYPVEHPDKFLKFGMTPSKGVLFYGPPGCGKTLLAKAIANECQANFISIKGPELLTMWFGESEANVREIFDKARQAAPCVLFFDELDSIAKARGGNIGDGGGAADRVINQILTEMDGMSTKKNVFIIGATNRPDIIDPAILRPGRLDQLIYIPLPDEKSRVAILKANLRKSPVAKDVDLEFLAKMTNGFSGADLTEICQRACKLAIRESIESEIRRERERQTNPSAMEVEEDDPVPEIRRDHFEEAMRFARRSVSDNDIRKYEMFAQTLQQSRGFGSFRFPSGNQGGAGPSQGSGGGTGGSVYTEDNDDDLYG
# RBBP9 inhibitor: human RBBP9 inhibitors, primary screen, biochemical, fluorescence polarization, FP-Rh probe, HTS; Serine hydrolase RBBP9 (Homo sapiens), O75884; 220,000 compounds, 0.2% hits; inhibition, % at 7.94 µM; recombinant RBBP9; AID 1515, 2009;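 active means inhibition above the campaign mean of all tested compounds plus 3 SD, cut at about 14% in these data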;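 further: plate controls were DMSO wells with RBBP9 for no effect and wells lacking RBBP9 protein for full effect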
# Target sequence (O75884 whole entry, looked up): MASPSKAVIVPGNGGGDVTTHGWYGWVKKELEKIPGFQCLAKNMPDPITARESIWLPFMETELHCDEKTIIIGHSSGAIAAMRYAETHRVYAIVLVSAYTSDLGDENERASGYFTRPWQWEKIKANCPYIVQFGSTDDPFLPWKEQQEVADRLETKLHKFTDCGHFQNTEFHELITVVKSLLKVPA
#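 System: RBBP9 protein / Quantity: 2.5 µM RBBP9 dispensing solution, before mixing / Also added: Serine-hydrolase probe FP-Rh, 375 nM pre-mixing / Dosing: 7.94 µM single dose, 0.794% DMSO / Timing: enzyme-compound preincubation 30 min, then probe labeling 45 min, 25 °C / Signal: FP readout at 525/598 nm / Controls: DMSO-treated enzyme wells and wells lacking RBBP9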
# Ba/F3 V617F tox: reduced viability of JAK2V617F-dependent Ba/F3 cells, primary screen, JAK2V617F inhibitor project, cell-based, Ba/F3 EpoR-JAK2V617F, luminescence; ATP luminescence; inhibition, % at 5.6 µM; 220,000 compounds, 1.1% hits; AID 1446, 2008;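 active means inhibition above the campaign mean plus 3 SD over all tested compounds, cut at about 24% in these data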;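 further: cytokine-independent growth of Ba/F3 cells driven by EpoR plus mutant JAK2; 0% = DMSO-treated cells and 100% = JAK inhibitor I control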
# Furin inhibitor: human furin inhibitors, primary screen, biochemical, fluorescence intensity; P09958; purified furin, fluorogenic substrate cleavage; inhibition, % at 30 µM; AID 463115, 2010; 220,000 compounds, 0.061% hits; in the data active means inhibition above about 25%; further: inactives centre near -15
# Active calls of the source: *; / = not tested or not shown; [ ] = remark or other dose.
# Results follow in this order: Tb hexokinase	BaF3 tox	PPC-1+TRAIL kill	NCF1 inh	EP2 antag	p97 inhibitor	RBBP9 inhibitor	Ba/F3 V617F tox	Furin inhibitor
> CN(C)c1ccc(/C=C2\C(=O)N(c3ccc([N+](=O)[O-])cc3)N=C2N2CCOCC2)cc1
 : -13	3	/	/	/	23*	11	-4	-14[20 µM]
> C=CCNCCCCOc1ccc(OCC)cc1
 : -1	6	-4	8	/	-2	-2	5	-15[20 µM]
> Cc1cccc(NC(=O)CSc2nc(C)c(Cc3ccccc3)c(=O)[nH]2)c1C
 : -10	9	13	-6	2	4	6	5	-7
> CCc1cccc(NC(=O)Cn2ncn3c(cc4ccccc43)c2=O)c1
 : 3	4	6	-12	10	-4	-21	4	-12
> Cn1c(=O)[nH]c(=O)c2c1nc(NCCc1ccccc1)n2CC(O)COc1ccccc1 (stereo unspecified)
 : 7	7	-3	-6	8	-7	-7	5	-2
> NC(=O)N1CCc2ccccc21
 : -4	-4	30	4	5	3	0	-5	-14
> CCCC1N2CC3([N+](=O)[O-])CN1CC([N+](=O)[O-])(C2)C3(C)C (stereo unspecified)
 : 7	4	7	-12	6	2	-9	-2	-25
> CCNC(=S)Nc1ccc(-c2nc3ccccc3[nH]2)cc1
 : -30	0	8	-2	3	-2	1	0	-11
> Cc1cnc(C(=O)OCC(=O)Nc2cc(S(=O)(=O)N3CCCCC3)ccc2Cl)cn1
 : -4	5	12	-12	9	-3	-9	2	-19
> S=C(N/N=C/c1ccc(Cl)cc1)N1CCOCC1
 : -12	6	0	-13	7	1	-7	-1	-9

# Record cards, from the list above. Order of values: Tb hexokinase | BaF3 tox | PPC-1+TRAIL kill | NCF1 inh | EP2 antag | p97 inhibitor | RBBP9 inhibitor | Ba/F3 V617F tox | Furin inhibitor
# Cn1c(=O)[nH]c(=O)c2c1nc(NCCc1ccccc1)n2CC(O)COc1ccccc1 (stereo unspecified) is entered as 7 | 7 | -3 | -6 | 8 | -7 | -7 | 5 | -2
# C=CCNCCCCOc1ccc(OCC)cc1 is entered as -1 | 6 | -4 | 8 | / | -2 | -2 | 5 | -15[20 µM]
# CN(C)c1ccc(/C=C2\C(=O)N(c3ccc([N+](=O)[O-])cc3)N=C2N2CCOCC2)cc1 is entered as -13 | 3 | / | / | / | 23* | 11 | -4 | -14[20 µM]
# Cc1cnc(C(=O)OCC(=O)Nc2cc(S(=O)(=O)N3CCCCC3)ccc2Cl)cn1 is entered as -4 | 5 | 12 | -12 | 9 | -3 | -9 | 2 | -19

# The list continues.
# Results follow in this order: Tb hexokinase	BaF3 tox	PPC-1+TRAIL kill	NCF1 inh	EP2 antag	p97 inhibitor	RBBP9 inhibitor	Ba/F3 V617F tox	Furin inhibitor
> O=C(/C=C/c1ccc(F)cc1)N1CCN(S(=O)(=O)/C=C/c2ccccc2)CC1
 : 5	4	13	-7	10	1	-4	0	-30
> CCN(CC(=O)Nc1ccccc1C(=O)Nc1ccccc1)Cc1nc2ccccc2c(=O)[nH]1
 : 0	10	-5	-14	7	1	-6	1	-6
> O=C1/C(=C/c2ccco2)SC(=S)N1CC1CCCO1 (stereo unspecified)
 : 10	3	-14	-13	3	-4	-3	3	-18
> Cn1c(=O)c(C(=O)COC(=O)c2cc(C(F)(F)F)nc3c(C(F)(F)F)cccc23)c(N)n(CC2CC2)c1=O
 : -5	1	11	-40	/	5	9	-5	-15
> OC1(c2ccc(Br)cc2)CCNCC1
 : 0	8	21	-3	8	0	11	0	-20
> CCSc1nnc(NC(=O)/C=C/c2ccco2)s1
 : -25	3	-1	-28	2	-3	-9	2	-6
> CC(=O)CCC(=O)OCC(=O)c1ccc(C(F)(F)F)cc1
 : -2	0	19	4	16	-2	-6	3	-6
> CCN(CC)S(=O)(=O)c1cc(C(=O)c2nccn2C)ccc1Cl
 : -10	5	9	2	9	1	-5	3	-8
> O=C(Oc1cccc(NC(=O)c2ccco2)c1)c1cccc(S(=O)(=O)N2CCCCC2)c1
 : -9	0	6	-18	7	0	-13	-5	-3[20 µM]
> CC1CN(C(=O)COC(=O)c2ccc(Cl)c(S(=O)(=O)N3CCCCC3)c2)CC(C)O1 (stereo unspecified)
 : 0	6	-9	0	3	1	-3	1	-27
> COc1ccc(-c2nnc(SCC(=O)NCc3ccco3)o2)cc1
 : 19	1	7	5	12	6	-6	3	-14
> O=C(c1ccc(Cl)cc1)N(c1ccccn1)C1CCCCC1
 : 2	6	-34	8	2	-3	-3	1	-14
> Cc1c(Cl)c([N+](=O)[O-])nn1CCCC(=O)N(Cc1ccccc1)Cc1ccccc1
 : -2	1	14	-7	3	-6	-8	-3	-11
> CCc1nc2ccc(C)cc2c(C(=O)NC2CCCCC2C)c1C (stereo unspecified)
 : 4	0	1	-10	5	3	5	-1	-18
> CC(C)(C)C(=O)NC(=O)Nc1ccccc1C(F)(F)F
 : -6	-3	-5	-8	13	4	2	-6	-20
> COC(=O)c1sc(NC(=O)c2ccc(Cn3cc(Cl)cn3)o2)c(C#N)c1C
 : -30	3	24	-21	11	5	0	-3	11
> CC(C)(C)n1nc2c(c1NC(=O)c1ccc(Br)o1)CS(=O)C2 (stereo unspecified)
 : 2	1	12	-3	18	3	3	2	-17
> Cc1[nH]c(=O)[nH]c(=O)c1/C=N/NC(=O)[C@@H](NC(=O)OC(C)(C)C)C(C)C
 : -13	1	15	-1	17	1	-2	0	-14[20 µM]
> COc1ccccc1CNc1ccccc1F
 : 3	6	2	3	12	5	-6	-1	-31
> CCC(=O)NCCc1nc2ccccc2n1Cc1ccc(C)cc1
 : -3	2	23	-6	6	-6	-6	0	-6[20 µM]
> CCOC(=O)C1=C(C)OC(N)=C(C#N)C1c1cc(OC)c2c(c1)OCO2 (stereo unspecified)
 : -4	5	7	-17	11	6	-2	-2	-18
> O=C(COC(=O)CCS(=O)(=O)c1ccc(Cl)cc1)NCCc1ccc(Cl)cc1Cl
 : -5	10	25	-5	9	0	-3	2	-19
> Cc1ccc(NC(=O)c2cccs2)cc1[N+](=O)[O-]
 : -4	12	-8	-16	6	5	-6	-3	-33
> CCCCc1c(C)c(C#N)c2nc3ccccc3n2c1Nc1c(C)n(C)n(-c2ccccc2)c1=O
 : 2	3	0	-8	19	1	3	4	-6[20 µM]
> O=c1c2cn[nH]c2[nH]c(=S)n1-c1cccc(Cl)c1
 : 4	2	40	-6	6	-1	-5	3	-10
> O=C(c1ccc(Cl)cc1Cl)N1CCSCC1
 : 44	0	11	5	4	2	1	-4	-16
> CS(=O)(=O)N(CC(=O)NCCSC1CCCCC1)c1ccc2c(c1)OCO2
 : 5	3	3	-4	11	0	-3	-2	-15[20 µM]
> CC(=O)N/C(=C/c1ccc2c(c1)OCO2)C(=O)NCCO
 : -35	5	19	-5	10	3	-5	-2	1
> CC(C)(C)c1csc(Sc2ncccc2[N+](=O)[O-])n1
 : -15	-3	22	-4	7	-6	-3	-1	-7
> CCn1cc([N+](=O)[O-])c(C(=O)N2CCN(C(=O)c3ccco3)CC2)n1
 : -7	4	-5	-4	5	-1	4	1	-8

# An excerpt of these results, as tab-separated lines:
smiles	Tb hexokinase	BaF3 tox	PPC-1+TRAIL kill	NCF1 inh	EP2 antag	p97 inhibitor	RBBP9 inhibitor	Ba/F3 V617F tox	Furin inhibitor
Cn1c(=O)c(C(=O)COC(=O)c2cc(C(F)(F)F)nc3c(C(F)(F)F)cccc23)c(N)n(CC2CC2)c1=O	-5	1	11	-40	/	5	9	-5	-15
OC1(c2ccc(Br)cc2)CCNCC1	0	8	21	-3	8	0	11	0	-20
CCSc1nnc(NC(=O)/C=C/c2ccco2)s1	-25	3	-1	-28	2	-3	-9	2	-6

# New compounds follow.
# Results follow in this order: Tb hexokinase	BaF3 tox	PPC-1+TRAIL kill	NCF1 inh	EP2 antag	p97 inhibitor	RBBP9 inhibitor	Ba/F3 V617F tox	Furin inhibitor
> CSC1=NCCN1C(=O)c1c(F)cccc1F
 : 8	0	2	-5	8	9	-5	-2	-18
> CCC(C#CCN1CCOCC1)(CC)OCCC#N
 : 3	3	17	-11	18	0	-8	0	-14
> O=C(Nc1nncs1)c1ccccc1NS(=O)(=O)c1cccs1
 : -14	0	19	-15	8	5	5	-3	-27[20 µM]
> COc1ccc(-c2nc(CN(Cc3cnn(C)c3)C(C)C)c(C)o2)c(OC)c1
 : 1	9	4	-5	1	-7	-7	3	-20
> CC1CN(c2snnc2C=C2C(=O)OC(C)(C)OC2=O)CC(C)O1 (stereo unspecified)
 : 0	9	21	-20	8	-3	-1	1	-19
> COc1cc(CNC2CCCC2)cc(Cl)c1OCc1ccccc1F
 : 11	7	21	-18	11	0	-9	4	-9[20 µM]
> COc1ccc(C(=O)c2ccc(OC)cc2O)c(O)c1
 : -22	3	3	-7	9	-1	-9	1	-18
> CCOC(=O)c1c(N)nn(C(=O)C(C)C)c1-c1ccc(OC)cc1
 : -3	3	-9	-2	3	0	-4	-2	-21[20 µM]
> Cc1onc(-c2ccccc2Cl)c1C(=O)Nc1cccc2cccnc12
 : 4	6	10	-16	13	3	-12	0	-15
> O=C(Nc1cnn(Cc2ccc(F)cc2)c1)c1cnn2c(C(F)F)cc(-c3ccccc3)nc12
 : -11	0	-7	27	5	13	2	-3	-23
> O=C1OC(c2ccccc2)=N/C1=C\C=C\c1ccco1
 : -23	6	-10	-13	13	5	-7	0	-24
> O=C(OCC(=O)N1CCc2ccccc21)c1cccnc1Cl
 : 0	8	-3	-5	5	3	-2	-1	-29[20 µM]
> CC(C)(C)NC(=O)C(c1ccsc1)N(CCc1ccccc1)C(=O)Cn1nnc2ccccc21 (stereo unspecified)
 : -2	6	22	-14	19	-1	-7	0	-24[20 µM]
> Cc1ccc2oc(=O)c3cc(C(=O)N4CCN(C(=O)c5ccco5)CC4)sc3c2c1
 : -25	-1	-20	0	4	9	-2	-6	-23
> Cc1cccc(C)c1OCC(=O)Nn1c(=O)[nH]c2ccccc2c1=O
 : -2	6	2	-17	6	-1	3	-2	-30
> O=c1c2ccsc2ncn1Cc1cccc(C(F)(F)F)c1
 : -12	9	3	-2	27	-2	-2	0	-16
> CCn1c(SCC(=O)Nc2cc(C)on2)nnc1-c1ccccc1
 : -4	2	8	8	27	-3	-7	0	-11[20 µM]
> Cc1cc(/C=N/NC(=O)c2cccc([N+](=O)[O-])c2)c(C)n1-c1ccc(Cl)cc1Cl
 : -18	1	26	15	13	4	-4	-4	-16[20 µM]

# An excerpt. The share of hits here may be higher or lower than overall.
